Screening results deposited in PubChem BioAssay by Broad Institute.
Pf Dd2 growth: inhibitors of Plasmodium falciparum Dd2 growth; P. falciparum Dd2 growth, SYBR Green, 72 h; active compounds read low; activity change, % at 10 µM; 94,000 tested, 2.3% active; in the data active means activity change below about -80%; inconclusive means no clear call, values can overlap the other calls
Tcruzi prolif: inhibitors of T. cruzi proliferation; inhibition, % at 8.34 µM; AID 624255; 77,000 tested, 5.9% active; T. cruzi beta-gal in NIH3T3, GalScreen luminescence, 90 h;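 active means mean inhibition above about 93%, with at least 55% of replicates each passing it, limit read from the data, passing the limit was not always enough; inconclusive means only one of those two conditions holds; inactive means neither condition holds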
C diff HTS: inhibitors of Clostridium difficile growth; growth activity, negative = inhibition, % at 16 µg/mL (by protocol); Clostridium difficile clinical isolate growth, OD600, 24 h; active compounds read low; 86,000 tested, 0.25% active;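 active means mean growth activity at or below -80% and every replicate also at or below -80%; inconclusive means mean at or below -80% but some replicate above -80%; inactive means mean growth activity above -80%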;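 further: 0% = DMSO wells and -100% = levofloxacin 16 µg/mL wells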
GASC1 inh: KDM4C (human) demethylase inhibition | Q9H3R0 | GST-KDM4C 2-372, H3K9me3 peptide, LANCE TR-FRET | inhibition, % at 12.5 µM | 96,000 tested, 0.15% active | AID 720574;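 active means mean replicate inhibition above about 25%, with at least 55% of replicates also reaching it, limit read from the data, passing the limit was not always enough; inconclusive means only one of those two conditions met; inactive means neither condition met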
Target sequence (Q9H3R0 2-372 limits assumed): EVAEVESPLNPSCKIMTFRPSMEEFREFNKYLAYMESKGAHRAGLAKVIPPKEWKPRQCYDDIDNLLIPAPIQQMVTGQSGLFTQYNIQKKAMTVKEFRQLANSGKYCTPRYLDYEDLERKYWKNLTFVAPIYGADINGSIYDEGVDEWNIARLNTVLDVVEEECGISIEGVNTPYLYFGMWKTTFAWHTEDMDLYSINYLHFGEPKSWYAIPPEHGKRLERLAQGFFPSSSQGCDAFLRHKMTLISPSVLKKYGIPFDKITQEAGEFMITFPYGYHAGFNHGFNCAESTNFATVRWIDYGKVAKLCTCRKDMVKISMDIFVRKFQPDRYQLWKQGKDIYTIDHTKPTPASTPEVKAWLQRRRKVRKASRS
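material = GST-tagged GASC-1 (JMJD2C) catalytic fragment, aa 2-372 | amount = enzyme final amount 10 nM | medium = HEPES buffer, pH 7.5, plus ascorbate | also added = H3K9me3 peptide substrate, Fe(II), 2-oxoglutarate | dosing = single dose | times = 30 min demethylation and 1 h detection at room temperature | detection = LANCE TR-FRET | read-out basis = Fall in 671/618 emission ratio as inhibition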
Starred values were filed as active, the others as inactive; ? = inconclusive; / = not tested or not shown; & = joins results of further samples. Rows were taken by chance (roughly 6.8% active in at least one column).

mol	Pf Dd2 growth	Tcruzi prolif	C diff HTS	GASC1 inh
C[C@H]1CN([C@@H](C)CO)C(=O)c2cc(NC(=O)Cn3cnnn3)ccc2O[C@@H]1CN(C)S(=O)(=O)c1ccc(Cl)cc1	-18	7	2	-0.6
CCN(C[C@@H]1[C@@H](c2ccc(-c3cccnc3)cc2)[C@@H](CO)N1C(C)=O)C(C)=O	-3	14	-1	4.1
COc1ccc(CN2C[C@H](O)COC[C@H]3O[C@@H](CC(=O)NCCN4CCCC4)CC[C@@H]32)cc1	8	-41	2&-11	-0.9
COc1cccc(C(=O)Nc2ccc3c(c2)OC[C@@H](C)N(CC2CC2)C[C@H](C)[C@H](OC)CN(C)C3=O)c1	-22	3	0	1.5
O=C(NCc1ccccc1F)[C@H]1[C@H](CO)[C@H]2Cn3c(cccc3=O)[C@H]2N1CC1CCCC1	-18	19	1	-0.8
COc1cccc(NC(=O)N2CC(=O)N3[C@@H](CO)[C@H](c4ccc(C#CC5CCCC5)cc4)[C@@H]3C2)c1	14	/	38	-1.0
O=C(O)[C@H]1[C@H](CO)[C@H]2Cn3c(ccc(-c4cncnc4)c3=O)[C@H]2N1C(=O)C1CCCC1	31	/	2	-1.4
O=C(C[C@@H]1C=C[C@H](NC(=O)c2ccccc2)[C@H](CO)O1)NCCc1ccncc1	10	-9	-1	-1.5
C/C=C/c1cnc2c(c1)C(=O)N([C@H](C)CO)C[C@@H](C)[C@H](CN(C)C(=O)Cc1ccccc1)O2	43	25	-1	0.3
CN(C)CC(=O)Nc1ccc2c(c1)[C@H]1C[C@@H](CC(=O)NCc3cccnc3)O[C@H](CO)[C@H]1O2	23	29	-4	-0.3
COc1ccc(NC(=O)N(C)C[C@@H]2Oc3ccc(NS(=O)(=O)c4ccc(F)cc4)cc3C(=O)N([C@H](C)CO)C[C@@H]2C)cc1	12	-107	/	-1.5
C[C@@H]1CCCCO[C@@H](CN(C)S(=O)(=O)c2cccs2)[C@@H](C)CN([C@@H](C)CO)C(=O)c2cc(NS(=O)(=O)c3cccs3)ccc2O1	-24	0	7	0.5
C[C@H](NC(=O)C[C@H]1C[C@H]2c3cc(NC(=O)C4CCOCC4)ccc3O[C@H]2[C@H](CO)O1)c1ccccc1	6	-7	/	-2.6
CN(C)CCCNC(=O)C[C@H]1C=C[C@H](NC(=O)c2ccccc2F)[C@@H](CO)O1	5	28	/	0.0
C[C@@H]1CN([C@H](C)CO)C(=O)c2cc(-c3ccccc3F)cnc2O[C@H]1CN(C)Cc1ccccc1	-20	-48	-1	-0.5
O=C(N[C@H]1CC[C@@H](CCNC(=O)C2CC2)O[C@H]1CO)c1ccncc1	/	/	-1	-0.9
CC(C)(C)[S@](=O)N1Cc2cc(C(=O)N3CCCCC3)nc(-c3cccc(-c4ccccc4F)c3)c2[C@@H]1CCO	-17	23	/	0.8
COc1ccc2c3c([nH]c2c1)[C@@H](CO)N(C(=O)CN1CCOCC1)CC31CN(C(=O)NC(C)C)C1	-4	/	-6	-0.4
CN1CCN(C(=O)C[C@@H]2CC[C@@H]3[C@H](COC[C@H](O)CN3C(=O)c3ccccc3F)O2)CC1	/	-31	-8&-8	1.0
COc1ccccc1-c1ccc2n(c1=O)C[C@H]1[C@H](CO)[C@@H](C(=O)N(C)C)N(CC3CCOCC3)[C@@H]21	-10	32	2	3.3
COc1ccc(NC(=O)Nc2ccc3c(c2)CC(=O)N([C@H](C)CO)C[C@H](C)[C@@H](CN(C)C(=O)Nc2ccccc2)O3)cc1	10	/	5&-3	-2.8
Cc1noc(C)c1NC(=O)N[C@@H]1CC[C@H](CC(=O)Nc2ccc(-c3ccccc3)cc2)O[C@@H]1CO	-11	15	/	-0.8
CN(C)CC#Cc1ccc([C@@H]2[C@H](CO)N3CCCCN(C(=O)c4ccc5c(c4)OCO5)C[C@@H]23)cc1	17	1	2	0.7
CC(=O)N(C)C[C@@H]1Oc2ncc(-c3ccc(C)cc3)cc2C(=O)N([C@H](C)CO)C[C@H]1C	21	-9	3	5.0
COc1ccc2c3c(n(C)c2c1)[C@@H](CO)N(Cc1ccccc1F)CC31CCN(CC2CC2)CC1	-88*	/	4	1.1
CC(C)NC(=O)Nc1ccc2c(c1)C(=O)N([C@H](C)CO)C[C@H](C)[C@@H](CN(C)Cc1ccc(Cl)c(Cl)c1)OCCCC[C@H](C)O2	/	/	11	-1.7
C/C=C/c1ccc([C@@H]2[C@H](CO)N[C@H]2CNC(=O)c2ccccc2F)cc1	-12	-5	1	-0.5
CO[C@@H]1CN(C)C(=O)c2ccc(NC(=O)C3CCOCC3)cc2OC[C@H](C)N(Cc2cccnc2)C[C@@H]1C	-1	/	/	0.2
COc1ccc(S(=O)(=O)Nc2ccc3c(c2)CC(=O)N([C@@H](C)CO)C[C@H](C)[C@H](CN(C)S(=O)(=O)c2ccccc2)O3)cc1	-65	3	16	-1.5
C[C@H]1CN([C@@H](C)CO)C(=O)c2cc(C3=CCCCC3)cnc2O[C@H]1CN(C)C(=O)Cc1ccccc1	-23	59	1	-2.6
CCCC(=O)Nc1ccc2c(c1)C(=O)N(C)C[C@H](OC)[C@H](C)CN(Cc1ccccc1)[C@@H](C)CO2	-57	28	0	2.6
CCC(=O)Nc1ccc2c(c1)C(=O)N(C)C[C@@H](OC)[C@@H](C)CN(CCC(F)(F)F)[C@H](C)CO2	14	22	/	-1.4
CN1C(=O)c2cc(NC(=O)Cc3cccs3)ccc2OC[C@H]2O[C@H](CC(=O)N[C@@H]3CCN(Cc4ccccc4)C3)CC[C@H]21	/	68	-5	-1.1
O=C(NCc1ccc2c(c1)OCO2)[C@@H]1[C@@H](CO)[C@@H]2Cn3c(cccc3=O)[C@H]1N2Cc1cncnc1	4	18	-1	8.6
C[C@@H]1CN([C@H](C)CO)C(=O)CCCn2cc(nn2)CO[C@H]1CN(C)C(=O)Nc1ccc2c(c1)OCCO2	18&-11	-5&-3	-1	-0.4
Cc1ccc(S(=O)(=O)N(C)C[C@H]2OCCCC[C@H](C)Oc3ccc(NC(=O)NC(C)C)cc3C(=O)N([C@H](C)CO)C[C@@H]2C)cc1	-52	0	-2	1.6
O=C(C[C@@H]1CC[C@@H](NC(=O)C2CCC2)[C@@H](CO)O1)NC1CCCCC1	/	/	3	13
C[C@@H]1CN([C@H](C)CO)C(=O)CCCn2nncc2CO[C@H]1CN(C)S(=O)(=O)c1ccc(Oc2ccccc2)cc1	-35	0	10	-2.7
COCC(=O)Nc1ccc2c(c1)OC[C@H](C)N(C(=O)c1cnccn1)C[C@@H](C)[C@@H](OC)CN(C)C2=O	-62	9	/	1.1
CO[C@H](CN(C)C(=O)c1ccccc1F)[C@H](C)CN([C@@H](C)CO)S(=O)(=O)c1ccc(F)cc1	7	35	/	3.4
Cc1ccc(S(=O)(=O)N(C)C[C@H]2Oc3c(NC(=O)NC4CCCCC4)cccc3C(=O)N([C@H](C)CO)C[C@@H]2C)cc1	-27	19	-2	4.3
COc1ccc(CN(C)C[C@@H]2OCCCC[C@@H](C)Oc3ccc(NC(=O)Nc4c(C)noc4C)cc3C(=O)N([C@@H](C)CO)C[C@H]2C)cc1	-20	-10	4	0.8
O=C(C[C@@H]1CC[C@H]2[C@@H](COC[C@H](O)CN2S(=O)(=O)c2cccc(F)c2)O1)Nc1ccc(-c2ccccc2)cc1	-3	71	-31	-0.5
C[C@@H]1CN([C@H](C)CO)C(=O)c2cc(NS(=O)(=O)c3ccc(Cl)cc3)ccc2O[C@H]1CN(C)S(=O)(=O)c1ccc(F)cc1	-37	23	-1	-2.2
CCNC(=O)C[C@H]1CC[C@H]2[C@@H](COc3ccc(NC(=O)c4ccc(C#N)cc4)cc3C(=O)N2C)O1	12	19	7	-4.7
O=C(C[C@H]1CC[C@H](NC(=O)Nc2ccccc2F)[C@H](CO)O1)NCc1ccccc1	0	42	-4	-3.1
Cc1noc(C)c1S(=O)(=O)Nc1ccc2c(c1)C(=O)N([C@H](C)CO)C[C@H](C)[C@H](CN(C)C(=O)CCC(F)(F)F)OCCCC[C@@H](C)O2	7	1	0	-0.4
C[C@@H]1CCCCO[C@H](CN(C)S(=O)(=O)c2ccc(Cl)cc2)[C@H](C)CN([C@@H](C)CO)C(=O)c2cc(NC(=O)Nc3cccc4ccccc34)ccc2O1	-80	101*	1	-0.9
O=C(N[C@H]1CC[C@H](CCNS(=O)(=O)c2ccc(F)cc2)O[C@H]1CO)c1cccc(F)c1	/	/	-5	-1.3
CCS(=O)(=O)NCC[C@@H]1CC[C@@H](NC(=O)C2CCOCC2)[C@@H](CO)O1	7	25	-2	-0.1

Four structures already listed, ordered by molecular weight, smallest number first:
mol	Pf Dd2 growth	Tcruzi prolif	C diff HTS	GASC1 inh
C/C=C/c1ccc([C@@H]2[C@H](CO)N[C@H]2CNC(=O)c2ccccc2F)cc1	-12	-5	1	-0.5
O=C(N[C@H]1CC[C@H](CCNS(=O)(=O)c2ccc(F)cc2)O[C@H]1CO)c1cccc(F)c1	/	/	-5	-1.3
CC(C)(C)[S@](=O)N1Cc2cc(C(=O)N3CCCCC3)nc(-c3cccc(-c4ccccc4F)c3)c2[C@@H]1CCO	-17	23	/	0.8
C[C@@H]1CCCCO[C@@H](CN(C)S(=O)(=O)c2cccs2)[C@@H](C)CN([C@@H](C)CO)C(=O)c2cc(NS(=O)(=O)c3cccs3)ccc2O1	-24	0	7	0.5

More results follow:
mol	Pf Dd2 growth	Tcruzi prolif	C diff HTS	GASC1 inh
CCC(=O)N1C[C@H](C)[C@H](OC)CN(C)C(=O)c2ccc(NC(=O)Nc3ccccc3)cc2OC[C@H]1C	-34	-75	-3	0.1
C[C@@H]1CCCCO[C@@H](CN(C)Cc2ccc3c(c2)OCO3)[C@@H](C)CN([C@H](C)CO)C(=O)c2cc(NC(=O)Nc3ccccc3)ccc2O1	18	?	25	-0.5
O=C(O)C[C@H]1C[C@@H]2c3cc(NC(=O)NC4CCCC4)ccc3O[C@@H]2[C@H](CO)O1	-5	-29	/	0.5
Cc1ccc(S(=O)(=O)Nc2ccc3c(c2)C(=O)N([C@H](C)CO)C[C@@H](C)[C@H](CN(C)Cc2ccc(C(F)(F)F)cc2)OCCCC[C@H](C)O3)cc1	-79	/	58	-2.8
CCC(=O)N1CC(=O)N2[C@H](CO)[C@H](c3ccc(C#CCc4ccccc4)cc3)[C@@H]2C1	-38	/	-1	2.2
C[C@H](CO)N1C[C@H](C)[C@@H](CN(C)C(=O)Nc2ccc(F)cc2)Oc2cc(-c3ccc(F)cc3)ccc2S1(=O)=O	-40	118*	/	0.5
O=C(C[C@@H]1CC[C@@H]2[C@H](COC[C@@H](O)CN2C(=O)Nc2cccc(Cl)c2)O1)NCc1ccccc1F	-5	123*	43&21	-0.6
C[C@@H]1CN([C@@H](C)CO)C(=O)c2cc(NC(=O)C3CCCCC3)ccc2O[C@@H]1CN(C)S(C)(=O)=O	15	-8	1	-1.0
C[C@@H]1CN([C@@H](C)CO)C(=O)c2cc(-c3ccc(F)cc3)cnc2O[C@@H]1CN(C)Cc1ccc(F)cc1	-30	-53	25	-1.8
C[C@H]1CN([C@@H](C)CO)C(=O)Cc2cc(NC(=O)Cc3cn(C)c4ccccc34)ccc2O[C@H]1CN(C)S(=O)(=O)c1ccc(F)cc1	-32	39	-2	-3.2
O=C(C[C@H]1CC[C@@H]2[C@H](COC[C@H](O)CN2Cc2ccccc2F)O1)N[C@@H]1CCN(Cc2ccccc2)C1	-53	40	/	0.2
COc1cccc(NC(=O)N(C)C[C@@H]2Oc3ncc(C#Cc4ccccc4)cc3C(=O)N([C@@H](C)CO)C[C@@H]2C)c1	-48	?	0	/
Cc1noc(C)c1NC(=O)Nc1cccc2c1O[C@H](CN(C)Cc1ccncc1)[C@H](C)CN([C@H](C)CO)C2=O	0	40	3	-1.6
C[C@@H]1CN([C@@H](C)CO)C(=O)c2cc(NC(=O)CCC(F)(F)F)ccc2O[C@@H](C)CCCCO[C@@H]1CN(C)Cc1ccccc1	23	93	-2	0.9
